EWS-Fli inh: EWS/Fli-driven NR0B1 reporter inhibitors, primary screen, A673 cells, NR0B1 luciferase, luminescence, MLPCN library | viability-normalised | inhibition, % at 12.6 µM | hit rate 0.67% among 350,000;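 active = mean inhibition of at least 50% after viability correction, with every replicate also passing that limit; inconclusive = mean reaches 50% but only one of two replicates passes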;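 also: firefly luciferase signal divided by Alamar Blue viability fluorescence both relative to DMSO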
LGR2 antag: inhibitors of bursicon-induced LGR2 CRE-luciferase signal, primary screen, cell-based, HEK293, CRE-luciferase reporter, bursicon stimulation; bursicon-stimulated, 4 h; Drosophila bursicon receptor LGR2 (rickets); hit rate 0.35% among 380,000; inhibition, % at 9.99 µM;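 active = drop in luminescence signal, shown as inhibition above about 50% in the replicate tests, limit read from the data, passing the limit was not always enough; inconclusive = probably only some replicates passing the limit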;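 also: agonist challenge used bursicon conditioned medium at about half maximal strength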
DENV2 CPE: inhibitors of DENV2 cytopathic effect, primary screen, cell-based, plate reader, single concentration; DENV2-infected cells, cytopathic effect rescue; CPE inhibition, % at 9.99 µM; hit rate 1.7% among 350,000; in the data active = CPE inhibition above about 20%, passing the limit was not always enough; inconclusive = no clear call, values can overlap the other calls; tested in BHK-21 cells;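 also: 0% = median of neutral control wells and 100% = median of positive control wells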
Casp6 inh: human caspase-6 inhibitors, primary screen, biochemical, VEID-R110 fluorescence, single point, set 2 | P55212 | purified caspase-6, Z-VEID-R110 cleavage fluorescence | inhibition, % at 12.5 µM | hit rate 0.53% among 350,000;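 active = mean inhibition across replicates at least about 35%, with every replicate also reaching that limit, limit read from the data; inconclusive = only one of the two criteria met; inactive = neither criterion met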;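 also: 0% = median of neutral control wells and 100% = no fluorescence left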
Target sequence (P55212 24-179 limits assumed): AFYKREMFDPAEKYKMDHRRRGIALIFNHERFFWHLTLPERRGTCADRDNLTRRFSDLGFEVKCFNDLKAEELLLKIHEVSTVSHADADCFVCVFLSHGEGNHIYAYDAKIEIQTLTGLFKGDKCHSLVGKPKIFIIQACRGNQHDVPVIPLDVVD
Target sequence (P55212 194-293 limits assumed): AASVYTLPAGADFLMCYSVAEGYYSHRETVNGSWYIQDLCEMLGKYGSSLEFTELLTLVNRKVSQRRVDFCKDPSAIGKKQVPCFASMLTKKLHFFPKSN
SIRT5 block: SIRT5 desuccinylase inhibitors, primary screen, biochemical, fluorescence imaging, single point, set 5; hit rate 1.1% among 330,000; inhibition, % at 15 µM; Purified SirT5, succinyl-peptide AMC, trypsin-coupled fluorescence; in the data active = inhibition above about 15%; inconclusive = no clear call, values can overlap the other calls
Target sequence (Q9NXA8 whole entry, looked up): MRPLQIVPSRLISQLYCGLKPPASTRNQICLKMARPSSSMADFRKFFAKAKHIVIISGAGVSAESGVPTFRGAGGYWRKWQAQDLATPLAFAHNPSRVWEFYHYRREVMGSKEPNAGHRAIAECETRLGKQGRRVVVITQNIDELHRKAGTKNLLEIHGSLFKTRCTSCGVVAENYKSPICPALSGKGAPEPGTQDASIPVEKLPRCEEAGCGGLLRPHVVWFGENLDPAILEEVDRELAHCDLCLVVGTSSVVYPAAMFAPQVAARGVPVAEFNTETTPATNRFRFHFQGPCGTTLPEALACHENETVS
PAX8 reporter: inhibitors of PAX8-driven TPO luciferase reporter, primary screen, RMG-I cells, single concentration; SteadyGlo, 24 h; inhibition, % at 12.6 µM; hit rate 1.2% among 360,000;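 active = mean replicate inhibition at least 60% with every replicate also reaching 60%; inconclusive = only one of the two criteria is met; inactive = mean below 60% and not all replicates reaching 60%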;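 also: luciferase light reporting Pax8 driven TPO promoter activity; plate controls were median of neutral control wells for no effect and mitoxantrone controls for full effect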
ARNT TACC3 PPI: disruptors of ARNT/TACC3 protein interaction, primary screen, biochemical, AlphaScreen, single concentration | Transforming acidic coiled-coil-containing protein 3 (Homo sapiens), Q9Y6A5 | AlphaScreen His-ARNT PAS-B/GST-TACC3 binding, luminescence; TACC3 fragment carries E629A point mutation | inhibition, % at 9.99 µM | hit rate 0.66% among 390,000 | AID 623870, 2012;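 active = mean inhibition of replicates at least 50% and at least half of replicates each reaching 50%; inconclusive = half or more replicates reach 50% but mean below 50%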;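 also: 0% = complete ARNT plus TACC3 wells and 100% = ARNT alone without TACC3; many hits fall short of the cut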
Active calls of the source: *; ? = inconclusive; . = not tested or not shown.

The first 2 entries, ahead of the listing:
structure	EWS-Fli inh	LGR2 antag	DENV2 CPE	Casp6 inh	SIRT5 block	PAX8 reporter	ARNT TACC3 PPI
Cc1nn(C(=O)/C(C#N)=C/N(C)C)c(C)c1C	-3	15	.	-2	0	-2	2
O=c1[nH]c(-c2ccccc2)nc(-c2ccccc2)c1Cl	2	1	-4	-4	-1	-6	9

The listing, repeating the preview:
structure	EWS-Fli inh	LGR2 antag	DENV2 CPE	Casp6 inh	SIRT5 block	PAX8 reporter	ARNT TACC3 PPI
Cc1nn(C(=O)/C(C#N)=C/N(C)C)c(C)c1C	-3	15	.	-2	0	-2	2
O=c1[nH]c(-c2ccccc2)nc(-c2ccccc2)c1Cl	2	1	-4	-4	-1	-6	9
Cc1ccc(C(=O)Nc2ccncc2)cc1S(=O)(=O)N1CCCCC1	2	12	1	-158	.	-9	.
CO[C@H]1CN(C)C(=O)c2ccc(NC(=O)c3cccc(F)c3)cc2OC[C@H](C)NC[C@@H]1C	-2	1	2	0	-10	.	0
CCN(CC)C(=O)CSc1nc2cc3c(cc2c(=O)n1CCCC(=O)NCc1ccc(OC)cc1)OCO3	10	-1	1	0	-31	8	-2
CCOC1=C/C(=C/c2c(N)n3nc(S(=O)(=O)CC)sc3nc2=O)C=CC1=O	9	-12	-1	3	9	2	7
CC(C)CC#Cc1cnc2c(c1)C(=O)N([C@H](C)CO)C[C@@H](C)[C@@H](CN(C)S(=O)(=O)c1cn(C)cn1)O2	-11	-5	-1	-4	-4	-17	9
Cc1ccc(C(=O)N2CCN(c3cccc(C)c3C)CC2)o1	5	19	2	4	13	20	0
C[C@H](CO)N1C[C@H](C)[C@@H](CN(C)C(=O)NC2CCCCC2)Oc2c(NC(=O)NC3CCCCC3)cccc2C1=O	-12	4	-2	.	-6	.	-6
O=C(C1CCOCC1)N1CC(=O)N2[C@H](C1)[C@H](c1ccc(-c3cccnc3)cc1)[C@@H]2CO	4	-12	7	1	1	.	.
CC(C(=O)OCC(=O)c1ccc(Br)cc1)N1C(=O)C2C3CCC(C3)C2C1=O (configuration not stated)	-5	9	1	.	-2	-7	-1
COc1ccc2c3c([nH]c2c1)[C@H](CO)N(C(C)=O)CC31CN(C(=O)Nc2ccc(F)cc2)C1	-2	8	3	3	-1	.	.
COc1cccc(-c2ccc3c(c2)O[C@H](CN(C)C(=O)C2CCCCC2)[C@@H](C)CN([C@H](C)CO)S3(=O)=O)c1	14	26	-3	1	?	37	13
C[C@H]1CN([C@@H](C)CO)S(=O)(=O)c2ccc(C#CC3(O)CCCC3)cc2O[C@@H]1CN(C)C(=O)Nc1cccc(F)c1	19	29	-24	-1	-7	.	9
Nc1ccccc1-c1nnn(CC(=O)N2CCCc3ccccc32)n1	-7	2	-9	0	-1	.	-1
C[C@H]1CN([C@@H](C)CO)C(=O)c2cccc(NC(=O)C3CCOCC3)c2O[C@@H]1CN(C)S(C)(=O)=O	-10	-2	11	-3	-2	-3	-7
C[C@@H]1CN([C@@H](C)CO)C(=O)c2cc(-c3ccc(C#N)cc3)cnc2O[C@@H]1CN(C)C(=O)Nc1ccc(F)cc1	6	-5	6	1	4	.	-2
CCCC(C)C(=O)NCc1ccncc1 (configuration not stated)	2	19	1	0	0	8	3
Cc1cnc(C(=O)NCc2ccc(Cl)cc2Cl)cn1	-5	-4	5	-4	2	1	-32
Cc1ccc(C(=O)NC2CCN(C(=O)NCc3ccccc3)CC2)cc1	-7	1	5	-2	-7	9	-5
COc1ccc(/C=N/NC(=O)CCn2cnc(-c3ccccc3)c2-c2ccccc2)cc1OC	54*	-20	1	1	-2	5	10
Cc1cc(C)cc(C(=O)NCC(=O)OCC(=O)N(C)c2ccccc2)c1	5	-2	3	-1	-1	-11	4
O=C(O)C(CCC(C(=O)O)c1ccccc1)c1ccccc1 (configuration not stated)	0	-16	-2	-1	0	-13	-8
Cc1cccc(S(=O)Cc2ccc(C(=O)NC3CCN(Cc4ccccc4)CC3)o2)c1 (configuration not stated)	.	12	0	-24	-1	8	1
CC(C)c1ccc(OCC(=O)NC2CC(C)(C)NC(C)(C)C2)c(Br)c1	10	-20	-2	2	2	7	2
Cc1ccccc1C(=O)NC(=S)Nc1ccc(N2CCOCC2)cc1	-26	1	13	4	-1	-39	4
O=c1[nH]c2ccc(S(=O)(=O)Nc3ccc(Br)cc3)cc2[nH]1	-2	9	6	3	-3	11	-3
C=CCN1C(=O)NC(c2ccc(OC)cc2)(C(F)(F)F)S/C1=C(\C#N)c1nnc(N2CCOCC2)n1-c1ccccc1 (configuration not stated)	1	12	-21	1	8	-26	-7
CCOc1ccccc1CNC(=O)CN1C(=O)CSc2ccc(S(=O)(=O)N3CCOCC3)cc21	2	17	3	2	-2	-5	0
C=CCOc1ccc2nnc(C)n2n1	2	16	1	1	-2	2	.
O=C(C[C@@H]1CC[C@H]2[C@@H](COC[C@@H](O)CN2C(=O)c2cccnc2)O1)NCc1ccc(Cl)cc1	-8	9	10	1	0	0	-2
C[C@H]1CN([C@@H](C)CO)C(=O)c2cc(NC(=O)Nc3cccc4ccccc34)ccc2O[C@@H]1CN(C)Cc1ccc2c(c1)OCO2	9	-7	-8	.	.	31	.
CCOC(=O)c1cnc2c(cnn2C)c1Oc1ccc(OC)cc1	3	-2	0	1	-5	-18	-4
COc1ccccc1NC(=O)C(CC(=O)O)Cc1cc(C)cc(C)c1 (configuration not stated)	-4	8	-11	7	0	3	.
C[C@@H]1CN([C@@H](C)CO)C(=O)c2cc(NS(C)(=O)=O)ccc2O[C@H]1CN(C)Cc1ccc(C(=O)O)cc1	-8	-25	2	-2	-5	.	-1
COc1ccc(NC(=O)c2ccc(Cl)c(S(=O)(=O)N3CCc4ccccc4C3)c2)cn1	.	35	.	1	2	28	3
O=C(NCc1ccccc1C(F)(F)F)c1cccc2c1C(=O)c1ccc(N3CCC(N4CCCCC4)CC3)cc1S2(=O)=O	40	17	3	-10	0	14	.
C[C@@H]1CN([C@@H](C)CO)C(=O)c2cc(NC(=O)Cn3cnnn3)ccc2O[C@@H]1CN(C)Cc1ccncc1	20	-8	4	0	-3	-8	-6
CCCCn1c(SCC(=O)c2ccc(O)cc2O)nc2cc(S(N)(=O)=O)ccc21	.	-7	0	3	1	13	-2
CCC(=O)N1CCc2cc(S(=O)(=O)CCC(=O)Nc3ccc(C)cn3)ccc21	.	-8	.	.	.	5	-1
Cc1ccc(S(=O)(=O)N(C)C[C@H]2Oc3ccc(NS(C)(=O)=O)cc3CC(=O)N([C@@H](C)CO)C[C@@H]2C)cc1	-7	-16	0	1	0	-15	12
COC(=O)C1=C(C)N(Cc2ccco2)C(=O)N[C@@H]1c1ccccc1	3	0	-1	1	-2	-2	-1
C[C@H]1CN([C@@H](C)CO)C(=O)c2c(c3ccccc3n2C)-c2ccccc2CO[C@H]1CN(C)S(=O)(=O)c1ccc([N+](=O)[O-])cc1	8	-1	-13	-5	1	91*	.
CC[C@@H](C)[C@H](NC(=O)Cc1c(C)c2cc3c(C)c(C)oc3c(C)c2oc1=O)C(=O)O	4	-8	-4	4	1	5	6
CC(C)Cc1nc(Cl)c(C#N)c2c1CCCC2	-6	-11	5	1	-2	-4	-11
CC(=O)Nc1ccc(C2=CC(=O)C[C@H](c3ccc4c(c3)OCO4)C2)cc1	-19	.	-1	0	3	-7	-4
O=C(COC(=O)c1cc([N+](=O)[O-])ccc1N1CCOCC1)c1ccc(F)cc1	6	0	-9	-134	0	-7	8
CCOC(=O)c1c[nH]c2c(C(=O)c3ccccc3)cc(Cl)cc2c1=O	15	11	-4	1	-5	15	-4
CC(Sc1nnc(N)s1)C(=O)NNC(=O)c1cccc(Cl)c1 (configuration not stated)	-6	10	10	-3	.	-8	-3
CC(C)CC#Cc1ccc([C@H]2[C@H]3CN(S(=O)(=O)c4ccccc4)CC(=O)N3[C@H]2CO)cc1	10	-1	-3	5	1	.	.
CCn1nc(C)c(CNC(=O)CCc2nnc(Cc3c[nH]c4ccccc34)o2)c1C	1	-12	-1	-1	-6	14	-25
C[C@H](NC(=O)C[C@H]1C[C@H]2c3cc(NC(=O)NC4CCCC4)ccc3O[C@H]2[C@H](CO)O1)c1ccccc1	7	7	28*	0	-2	1	-17
Cc1cccc(Nc2nnc(SCC3CCCCO3)s2)c1C (configuration not stated)	-14	.	1	0	.	42	-4
Cc1cc(C(=O)OCC(=O)Nc2cccc([N+](=O)[O-])c2)c(C)o1	-11	-5	1	15	7	-1	0
COC(=O)c1cc(NC(=S)N2CCN(c3ccccn3)CC2)cc(C(=O)OC)c1	-14	-31	5	0	-2	3	7
CCCc1cc(=O)oc2cc(C)cc(OCC(=O)NC(Cc3c[nH]c4ccc(O)cc34)C(=O)O)c12 (configuration not stated)	-1	.	-15	6	0	.	.

More results.
structure	EWS-Fli inh	LGR2 antag	DENV2 CPE	Casp6 inh	SIRT5 block	PAX8 reporter	ARNT TACC3 PPI
O=C(Nc1ccccc1)N1CCCCN2[C@H](CO)[C@H](c3ccc(-c4ccncc4)cc3)[C@H]2C1	23	-7	38*	-3	0	-11	-3
CC(=O)Nc1ccc(S(=O)(=O)N(C)CC(=O)OCC(=O)c2ccc3c(c2)NC(=O)CO3)cc1	0	-10	2	1	-1	-10	-9
O=C(CNC(=O)C(c1ccccc1)c1ccccc1)N/N=C\c1ccc(C(=O)O)cc1	1	5	0	-2	1	-12	-5
Cc1ccc(C(C(=O)NC2CCCC2)N2CCCC(C)C2)cc1 (configuration not stated)	6	22	-5	-2	.	12	0
CCn1c(SCC(=O)N2CCOCC2)nnc1-c1ccco1	-9	24	11	0	1	-17	-7
Cc1cccc(C)c1-n1nnnc1C(c1cccc2ccccc12)N1CCN(C/C=C/c2ccccc2)CC1 (configuration not stated)	25	10	-9	0	-1	-4	.
CCC/C(=N\NC(=O)CCC(=O)NCc1ccccc1)c1ccccc1	0	-15	1	6	-3	4	-7
CN1C(=O)c2cc(NC(=O)C3CC3)ccc2OC[C@@H]2O[C@@H](CC(=O)NCc3ccccc3F)CC[C@@H]21	0	-11	-7	-1	3	-18	.
CO[C@H]1CN(C)C(=O)c2cc(NS(=O)(=O)c3c(C)noc3C)ccc2OC[C@H](C)NC[C@H]1C	-2	13	4	-4	1	.	0
CN1N=C(C(=O)N2CCc3c([nH]c4ccccc34)C2c2ccccc2Cl)CCC1=O (configuration not stated)	-48	.	9	0	-1	-17	5
CCCCn1c(N)c(N(CC(C)C)C(=O)C2CCN(S(=O)(=O)c3ccc(C)cc3C)CC2)c(=O)[nH]c1=O	13	-17	3	-3	0	10	11
C[C@@H]1CN([C@@H](C)CO)C(=O)c2cc(C#Cc3ccccc3F)cnc2O[C@@H]1CN(C)C(=O)C1CCOCC1	-1	12	-4	7	1	5	-8
CC(=O)Nc1ccc2c(c1)Cc1cc(N3C(=O)C=CC3=O)ccc1-2	20	6	-3	-1	-4	36	-12
Cn1c2ccccc2c(=O)c2ccc(Cl)cc21	-9	-28	-8	-2	-8	-122	.
COc1ccccc1N(C)S(=O)(=O)c1ccc(C(=O)NCc2ccccc2CN2CCCC2)cc1	16	21	13	-4	1	28	10
CNc1nnc(Sc2ncccc2[N+](=O)[O-])s1	14	3	0	-3	2	20	-1
C[C@H](CO)N1C[C@H](C)[C@@H](CN(C)C(=O)Nc2ccc3c(c2)OCO3)OCCCC[C@H](C)Oc2ccc(NC(=O)c3ccccc3)cc2C1=O	-14	2	5	1	12	-25	-1
O=c1c2ccccc2ncn1-c1ccc(Br)cc1[N+](=O)[O-]	-3	24	-2	5	1	10	6
COc1cccc(NC(=O)CN2C(=O)C(c3ccc(C)cc3)=NC23CCCCCC3)c1	.	8	.	.	.	18	-13
